Screening data: PubChem BioAssay, National Center for Advancing Translational Sciences (NCATS)
APE1 inh – qHTS Assay for Inhibitors of the Human Apurinic/apyrimidinic Endonuclease 1 (APE1) | Potency, µM (highest dose often 65.8 µM), for the others: at the highest dose activity change, negative = inhibition, most hits filed as inhibitors | hit rate 0.35% among 350,000 | AID 2517, 2012 | DNA repair nuclease/redox regulator APEX1 (Homo sapiens), P27695 | recombinant APE1, TAMRA/BHQ-2 abasic DNA cleavage fluorescence;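 note: potency is the fitted concentration of half-maximal effect; plate controls were vehicle for no effect and reference inhibitor for full effect; nearly all actives have a fitted effect of over 55% in size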
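Incision of a quenched TAMRA/BHQ-2 THF abasic-site duplex (50 nM) by 0.75 nM APE1, after 15 min compound preincubation, measured as fluorescence increase over three 60 s reads. Values normalized to buffer, DMSO and NSC13755 control wells.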
Pol beta inh – qHTS Assay for Inhibitors of DNA Polymerase Beta; P06746; Pol beta primer extension/strand displacement, fluorescence kinetic; Potency, µM (top dose mostly 114 µM), inactives show top-dose activity change, negative = inhibition, actives largely listed as inhibitors; hit rate 1.3% among 340,000; note: potency is the fitted concentration of half-maximal effect; % is set by controls: 0 for no effect and ±100 for the full control effect
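Enzyme-only controls used 10 nM Pol beta; buffer lacking enzyme served as negative control. Compound preincubated 15 min, then 50 nM substrate added; 0 and 10 min reads at room temperature.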
POLI inh – qHTS for Inhibitors of Polymerase Iota | DNA polymerase iota (Homo sapiens), Q9UNA4 | Pol iota fluorescent replication assay, 10 min | Potency, µM (top dose mostly 115 µM), for the others: at the top dose activity, negative = inhibition, usual class: inhibitors | hit rate 1% among 390,000; note: potency is the fitted concentration of half-maximal effect
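Pol iota at 10 nM preincubated 15 min with compounds at room temperature; reaction started with fluorescent substrate, 50 nM final. Fluorescence read kinetically at 0 and 10 min; buffer-only wells as negative control.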
ALOX12 inh – Primary qHTS assay for inhibitors of human arachidonate 12S-lipoxygenase (ALOX12): Round 2; Potency, µM (series often up to 108 µM), for the others: top-dose activity change, negative = inhibition, hits mostly inhibitors; Polyunsaturated fatty acid lipoxygenase ALOX12 (Homo sapiens), P18054; purified 12hLO, xylenol orange hydroperoxide absorbance; hit rate 1.1% among 580,000; note: potency is the fitted concentration of half-maximal effect; % is set by controls: 0 for no effect and ±100 for the full control effect
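Hydroperoxide product was detected by ferrous iron/xylenol orange as the 573 to 405 nm absorbance ratio. Arachidonic acid at 40 uM (final) was turned over for 30 min at room temperature by 150 nM human 12hLO, pH 7.0 Hepes buffer, after 15 min compound preincubation.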
Pol kappa inh – qHTS for Inhibitors of Polymerase Kappa; DNA polymerase kappa (Homo sapiens), Q9UBT6; purified Pol kappa, fluorescent DNA synthesis assay, 10 min; Potency, µM (titrated, usually from 107 µM), for inactives: at the highest dose activity, negative = inhibition, hits mostly inhibitors; hit rate 0.53% among 400,000; AID 588579, 2011; note: potency is the fitted concentration of half-maximal effect; % is set by controls: 0 for no effect and ±100 for the full control effect
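10 nM Pol kappa was preincubated with compounds for 15 min at room temperature. Reaction started with 50 nM (final) substrate. Fluorescence read kinetically at 0 and 10 min.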
Anesthetic bind – qHTS Assay for Identification of Novel General Anesthetics; Potency, µM (top dose mostly 77.5 µM), inactives show top-dose activity change, negative = displacement, usual class: inhibitors; hit rate 0.074% among 350,000; apoferritin/1-aminoanthracene competitive binding, fluorescence; note: potency is the fitted concentration of half-maximal effect; % is set by controls: 0 for no effect and ±100 for the full control effect; nearly all actives have a fitted effect of over 20% in size
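10 uM apoferritin + 50% sat. 1-AMA, PBS; cpd 10 min RT; Ex380/Em535 endpoint; normalized to free probe vs complex; 4-param Hill fit; propofol titration as pos. ctrl.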
ERG Ets-DNA blk – qHTS for Small Molecule Inhibitors of the ERG Ets/DNA interaction. fluorescence polarization, His-ERG Ets domain / labelled DNA. Potency, µM (titrated, usually from 76.9 µM), inactives show at the highest dose FP activity, negative = inhibition, actives largely listed as inhibitors. hit rate 0.028% among 370,000. AID 624246, 2012; active = well fitted inhibition curve with a large enough effect in the polarisation, with a control signal flat; inconclusive = small, poorly fitted or top-dose-only effect, or effect the other way, or a change in a side signal; inactive = no such curve, though single readings can be large or run the other way; the % refers to the polarisation;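 note: polarization taken with two DNA probes labelled with fluorescein and Texas red; potency is the fitted concentration of half-maximal effect; % of control where 0% means no effect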
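His-tagged ERG Ets domain (1 uM in the protein solution; 300mM KCl, 50mM Tris-HCl, 1mM EDTA, 1mM DTT, pH 7.5) received compound, then a probe mix of 5 nM fluorescein-DNA and 100nM Texas-615-DNA. Fluorescence polarization was read for both dyes.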
BLM helicase inh – qHTS Assay for Inhibitors of Bloom's syndrome helicase (BLM). recombinant BLM DNA unwinding, fluorescence dequenching. Potency, µM (highest dose often 56.1 µM), inactives show at the top dose activity change, negative = inhibition, most hits filed as inhibitors. hit rate 0.2% among 350,000. RecQ-like DNA helicase BLM (Homo sapiens), P54132;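 note: potency is the fitted concentration of half-maximal effect; plate controls were vehicle for no effect and no enzyme for full effect; nearly all actives have a fitted effect of over 35% in size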
Target sequence (P54132 whole entry, looked up): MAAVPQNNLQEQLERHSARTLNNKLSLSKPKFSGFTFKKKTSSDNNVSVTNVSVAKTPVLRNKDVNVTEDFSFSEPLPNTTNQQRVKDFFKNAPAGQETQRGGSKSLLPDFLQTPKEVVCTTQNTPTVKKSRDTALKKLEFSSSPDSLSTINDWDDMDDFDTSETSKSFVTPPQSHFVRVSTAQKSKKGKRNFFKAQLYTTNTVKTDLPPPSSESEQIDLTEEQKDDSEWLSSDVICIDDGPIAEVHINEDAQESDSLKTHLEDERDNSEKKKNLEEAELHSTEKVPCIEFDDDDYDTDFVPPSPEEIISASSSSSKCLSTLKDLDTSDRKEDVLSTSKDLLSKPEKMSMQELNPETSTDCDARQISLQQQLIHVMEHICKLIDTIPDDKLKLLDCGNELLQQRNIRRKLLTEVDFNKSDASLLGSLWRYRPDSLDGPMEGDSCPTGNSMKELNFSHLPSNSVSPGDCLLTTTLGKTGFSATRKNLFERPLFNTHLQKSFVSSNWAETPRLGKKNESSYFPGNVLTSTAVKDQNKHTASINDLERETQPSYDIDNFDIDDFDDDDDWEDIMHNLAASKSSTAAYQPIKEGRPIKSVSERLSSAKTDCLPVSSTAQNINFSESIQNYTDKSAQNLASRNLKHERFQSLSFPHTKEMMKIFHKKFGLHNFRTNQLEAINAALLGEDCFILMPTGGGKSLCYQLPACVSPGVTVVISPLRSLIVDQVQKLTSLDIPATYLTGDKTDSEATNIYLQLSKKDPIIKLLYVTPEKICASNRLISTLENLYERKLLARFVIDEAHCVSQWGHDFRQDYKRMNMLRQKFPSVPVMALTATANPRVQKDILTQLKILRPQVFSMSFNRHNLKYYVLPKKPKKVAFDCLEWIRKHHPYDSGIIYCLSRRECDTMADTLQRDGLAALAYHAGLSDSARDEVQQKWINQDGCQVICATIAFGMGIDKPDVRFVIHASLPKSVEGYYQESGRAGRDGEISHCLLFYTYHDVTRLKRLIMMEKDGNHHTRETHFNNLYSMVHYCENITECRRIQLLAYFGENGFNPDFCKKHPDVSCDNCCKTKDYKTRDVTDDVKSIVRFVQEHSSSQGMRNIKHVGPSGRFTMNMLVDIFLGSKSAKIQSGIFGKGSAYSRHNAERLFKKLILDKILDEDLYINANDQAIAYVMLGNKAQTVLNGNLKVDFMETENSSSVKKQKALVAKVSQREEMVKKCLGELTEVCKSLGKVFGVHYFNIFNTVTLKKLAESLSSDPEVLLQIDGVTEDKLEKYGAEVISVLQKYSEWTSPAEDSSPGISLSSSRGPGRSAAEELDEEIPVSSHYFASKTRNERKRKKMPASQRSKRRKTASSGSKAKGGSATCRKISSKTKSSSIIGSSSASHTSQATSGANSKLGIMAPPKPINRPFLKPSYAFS
TRHR ag – qHTS for Small Molecule Agonists and Allosteric Enhancers of Human TRH Receptor: Primary Screen for Agonists; activation, % at 2 µM; hit rate 0.18% among 360,000; Thyrotropin-releasing hormone receptor (Homo sapiens), P34981; TRHR cells, calcium flux fluo-8, FDSS agonist mode; AID 493084, 2011; in the data active = activation above about 30%; note: 0% is about no effect
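TRHR-expressing cells, plated overnight in medium with 10% serum, were loaded with fluo-8 calcium dye at room temperature. After a 10 s baseline, library compound was pin-added and calcium release was recorded kinetically (ex 480/em 530) as agonist response.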
* marks the source's active call; other numbers are inactive results; ? = inconclusive; nt = no result given; & = joins results of further samples; [ ] = dose if it differs, or a comment. Unless noted, calls come from the whole dose curve; as a rule, active = well fitted curve in the direction sought with a large enough effect; inconclusive = small, poorly fitted or top-dose-only effect, or another doubt; inactive = no such curve, though single readings can be large; an effect the other way counts as inactive or inconclusive.

SMILES | APE1 inh | Pol beta inh | POLI inh | ALOX12 inh | Pol kappa inh | Anesthetic bind | ERG Ets-DNA blk | BLM helicase inh | TRHR ag
COc1cccc(NC(=O)Cc2csc(COc3cccc(C)c3)n2)c1 | nt | -9.6% | 12.6% | -29.9% | -1.0% | ? | 6.0% | -7.2% | -0.5
Cc1ccc(-c2cc(C(=O)Oc3ccc(C#N)cc3)no2)cc1C | nt | 20.1% | -5.2% | ? | 9.4% | -6.0% | 8.8% | -3.9% | 0.6
CCn1c(CNC(=O)c2ccccc2F)cc2cc(C)ccc21 | -9.2% | 18.9% | 181.5%[activator] | ? | -7.2% | -12.6% | 2.3% | 0.6% | -0.7
O=C(COc1ccccc1F)OCc1cc(=O)n2nc(-c3cccs3)sc2n1 | nt | 31.6µM* | ? | -12.3% | -15.6% | -12.6% | -6.1% | -9.9% | -0.5
COc1ccc(CC(=O)Nc2ccc3c(c2)C(=O)N(CCC(=O)O)C3=O)cc1 | 10.6% | -5.3% | -1.2% | 4.3% | -2.6% | -5.9% | -3.7% | 5.0% | 0.7
COc1ccc(CCN2CC(C(=O)O)CC2=O)cc1OC (configuration not stated) | 1.3% | -19.9% | -2.5% | -10.5% | 4.7% | -4.7% | -0.1% | -5.1% | 0.4
COc1ccc(NC(=O)Nc2nnc(-c3ccccc3SCc3ccccc3)s2)cc1 | 5.3% | -1.2% | 17.2% | 15.8% | -2.0% | -16.3% | 3.5% | -0.6% | 0.5
CCS(=O)(=O)Nc1ccc(Cc2ccncc2)cc1 | 4.2% | -14.9% | 0.7% | -13.6% | -16.6% | 3.7% | -1.1% | -4.2% | 0.5
CCc1ccc2oc(-c3cc(N)ccc3O)nc2c1 | 1.0% | -6.5% | -4.6% | ? | -5.4% | 38.3%[activator] | 6.0% | -5.4% | -1.0
O/N=C(/c1ccccc1)c1cc2cc(Br)cc(Br)c2o1 | 36.2% | 46.5% | 45.3%[activator] | 4.4% | -5.0% | -3.7% | 12.2% | -6.0% | 0.9
CCOC(=O)c1ccc(N2C(=O)CC(NNC(=O)c3ccc(Br)s3)C2=O)cc1 (configuration not stated) | 11.5% | 37.9% | 105.8%[activator] | 187.6%[activator] | -18.8% | -1.4% | 8.3% | -1.2% | -0.9
O=S1(=O)CC(O)C(Nc2ccccc2)C1 (configuration not stated) | 4.4% | 10.8% | -14.6% | -29.2% | -5.6% | -5.6% | -3.4% | 3.1% | 0.0
Cc1cccc(N(CC(=O)NC(C)(C)C)C(=O)CS(=O)CC(=O)Nc2ccc3c(c2)OCO3)c1 (configuration not stated) | 5.7% | -1.0% | 44.5% | 4.4% | 0.0% | -6.5% | 1.7% | 0.5% | 0.3
O=C(NCc1cccs1)c1cc2c(s1)CCCC2 | -1.0% | ? | 18.9% | -10.0% | -10.7% | -14.2% | -1.1% | -2.3% | 0.1
O=[N+]([O-])c1cc(C(F)(F)F)ccc1NCCCCNS(=O)(=O)c1ccc(Cl)cc1 | 0.1% | 3.5% | -6.2% | ? | -0.2% | -21.4% | 6.5% | -6.9% | -0.1
Cc1oc(-c2ccc(C(=O)NCCN(C)C)cc2)nc1CS(=O)(=O)c1ccccc1 | nt | 0.4% | 1.3% | -9.1% | 3.4% | -7.9% | 2.4% | 5.3% | 0.5
CS(=O)(=O)NCc1nnc(SCc2ccccc2C(F)(F)F)o1 | 1.1% | 27.8% | 4.7% | ? | -13.8%[60.1 µM] | ? | nt | -0.9% | -0.1
N#Cc1c2c(c(NCCOCCO)n3c1nc1ccccc13)CCCC2 | 22.6% | 17.5% | 80.9%[activator] | -0.9% | -7.2% | 44.2%[activator] | -5.6% | 1.8% | 0.1
CC(=O)Nc1cccc(-n2nnc(SCC(=O)c3ccccc3)n2)c1 | 8.4% | 48.6% | -21.2% | ? | -3.2% | 5.2% | 12.5% | -5.7% | -0.9
O=C(NCCCOc1cccc(CN2CCCCC2)c1)c1ccc(Cl)c(Cl)c1 | 0.5% | 11.2% | 80.7%[activator] | -26.4% | -8.8% | 0.7% | -9.2% | 2.5% | -0.4
Cc1csc2ncc(C(=O)Nc3ccccc3F)c(=O)n12 | -5.9% | 10.2% | -33.2% | 10.7%[57.4 µM] | -6.3% | -9.6% | -13.0% | 1.4% | 0.1
O=c1c2oc3ccccc3c2ncn1Cc1ccc(Br)cc1 | nt | -15.5% | 7.3% | ? | -23.6% | -0.7% | 2.7% | -0.8% | -0.1
Cc1ccc(CNC(=O)CCc2nnc3ccc(NCCCN4CCCC4=O)nn23)cc1 | 29.3% | 58.9% | ? | 25.0% | 14.7% | 0.1% | 11.7% | 1.5% | 0.7
Cc1ccc(S(=O)(=O)N2CCN(S(=O)(=O)N3CCC(C)CC3)CC2)cc1C | 10.9% | -11.8% | 68.3%[activator] | 1.5% | -3.0% | -9.3% | -9.6% | 3.4% | -1.0
CC(C)C(=O)Nc1cccc(NC(=O)c2cccnc2)c1 | 4.3% | -0.7% | 6.9% | 0.0% | -4.6% | 9.8% | -7.0% | 3.1% | 1.4
COc1ccc(Cl)cc1NS(=O)(=O)c1ccc(OC)c(OC)c1 | 5.5% | 23.9% | 15.6% | 0.0% | -11.7% | -5.8% | -2.9% | 2.3% | -0.6
O=C1CC(NN2CCCCC2)C(=O)N1c1ccccc1 (configuration not stated) | -1.6% | -0.9% | 146.9%[activator] | -1.9% | 1.4% | -13.1% | 19.1% | -3.4% | 0.4
O=C(CCN1C(=O)c2ccccc2C1=O)Nc1ccc(-c2nc3ccccc3o2)cc1 | -6.3% | 1.6% | 12.6% | -29.7% | -19.2% | 5.5% | -7.9% | -4.0% | 0.6
COc1ccc(C(=O)NC(C)Cn2nc(C)cc2C)cc1OC1CCN(C(C)=O)CC1 (configuration not stated) | 6.1% | 19.9% | 20.8% | 1.4% | -14.2% | -4.8% | 5.8% | 1.5% | 0.6
O=[N+]([O-])c1ccc(-c2ccc(S(=O)(=O)NCCN3CCCC3)cc2)cc1 | 1.8% | 14.4% | -23.9% | 2.6% | -10.3% | -15.3% | 3.2% | 3.9% | 1.3
Cc1nnc(NC(=O)CSc2nccn2Cc2ccccc2)s1 | -8.8% | 69.5%&20.4% | -14.9%&-18.6% | -5.6%&-6.2% | -14.1% | -1.6%&15.5% | -6.8%&-5.1% | -0.3%&-1.4% | 0.3&0.1
COCCNC(=O)CSc1ccccc1C(=O)NC1CCSc2ccccc21 (configuration not stated) | -0.8% | 9.6% | ? | ? | -3.7% | -7.0% | 9.5% | -4.1% | -0.3
O=C(COC(=O)C1CC2C=CC1C2)NCc1ccc(F)cc1 (configuration not stated) | -4.6% | 22.2% | 21.3% | -10.3% | -1.9% | -12.8% | -7.1% | 2.3% | -0.4
O=C1C(Cl)=C(N2CCCCCC2)C(=O)N1c1ccc(Cl)cc1 | -2.5% | ? | 1.4% | 0.0% | -13.0% | -4.6% | 4.6% | -6.4% | 0.7
COc1ccc(NC(=O)c2sc(SC)nc2N)cc1 | 0.2% | -0.5% | 15.4% | 20.2% | -1.4%[60.1 µM] | 2.4% | nt | -2.1% | -0.6
S=c1[nH]nc(-c2ccco2)n1/N=C/C=C/c1ccccc1 | -8.4% | 12.7% | 8.4% | ? | 4.2% | -16.8% | 6.6% | -0.7% | -0.4
CCOc1ccc(-n2c(C)c(C(C)=O)c3cc(OC(C)=O)ccc32)cc1 | 29.9% | -0.8% | -12.0% | -2.2% | 1.4% | 5.0% | -10.3% | -10.0% | 0.2
O=C(COc1ccccc1)Nc1ccccc1Cl | 5.9% | -13.3% | 2.5% | -11.0% | 1.5% | ? | -10.1% | -0.1% | -0.7
O=C(Nc1ccccc1)N1CC[C@@]2(CCCN(C(=O)c3cnccn3)C2)C1 | 15.0% | nt | nt | -8.2%[57.4 µM] | -0.1%[60.1 µM] | nt | nt | 0.8% | nt
CC(C)c1ccccc1NC(=O)COC(=O)C1(C)CC1(Cl)Cl (configuration not stated) | -4.3% | 3.1% | 44.6%[activator] | -15.6% | -3.8% | ? | 1.9% | -5.2% | -0.8
COc1ccc(CNC(=O)CCN2C(=O)c3ccccc3S2(=O)=O)cc1 | 25.0% | nt | 54.6%[activator] | -13.1% | -2.1% | nt | 15.9% | nt | -0.3
COC(=O)[C@@]1(Cc2ccc(F)cc2)[C@H]2c3cc(C(=O)N4CCCC4)n(Cc4ccc(C)c(F)c4F)c3C[C@H]2CN1C(=O)c1ccccc1 | 1.8% | nt | nt | -23.0% | nt | -2.2% | nt | -7.9% | nt
O=C(O)CCSc1ccc2ccccc2n1 | -4.2%&-0.8% | 20.8%&26.1% | 17.3%&16.9% | ? | -2.9%&-9.3% | -10.6%&-8.2% | 8.0%&-3.4% | -0.1%&-0.2% | -0.1&0.4
COc1cc(C(F)(F)F)nc2ccc(C#CCOC(=O)Nc3ccccc3)cc12 | -2.7% | -4.4% | 15.8% | ? | -1.1% | 8.2% | 2.1% | -8.8% | 0.8
O=C(COc1ccc(F)cc1)N1c2ccccc2CCc2ccccc21 | -0.8% | 2.9% | 0.6% | -11.7% | -4.3% | -19.7% | -1.8% | -5.1% | -0.5

The list is partial (hit frequency here may not be typical).
